# HSF1 activator: HSF-1 activators, primary screen, NIH3T3-HGL cells, MG132 stress, luminescence, single point. AID 504408, 2011. activation, % at 9 µM. 300,000 compounds, 1.7% hits. NIH3T3-HGL HSF-1 luciferase reporter, 8 h; 100% = twice DMSO control signal;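 active means mean replicate activation of at least 50% with a set share of replicates each reaching 50%; inconclusive means only one of those two conditions met; inactive means mean below 50% and too few replicates reaching it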;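 further: 0% = median of the neutral control wells and 100% = twice that signal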
# HIF activator: HIF pathway transcriptional activators, primary screen, cell-based, U2OS HRE-luciferase, luminescence | 300,000 compounds, 0.32% hits | U2OS HRE-luciferase reporter; normalized: DMSO 0%, desferrioxamine 100% | AID 1910, 2009 | activation, % at 7.5 µM (by protocol);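 active means mean activation of at least 10% of the iron chelator positive control signal, with at least half of replicates also reaching 10%; inconclusive means mean and replicate majority disagree about reaching 10%; inactive means mean and most replicates under 10%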
# HDAC3 inhib: HDAC3 deacetylase inhibitors, primary screen, biochemical, fluorescence, cell-free homogeneous; Histone deacetylase 3 (Homo sapiens), O15379; recombinant HDAC3, fluorogenic peptide/trypsin coupled; inhibition, % at 8.3 µM; 320,000 compounds, 0.15% hits; AID 2718, 2010; in the data active means inhibition above about 26%, passing the limit was not always enough; inconclusive means no clear call, values can overlap the other calls
# Target sequence (O15379 whole entry, looked up): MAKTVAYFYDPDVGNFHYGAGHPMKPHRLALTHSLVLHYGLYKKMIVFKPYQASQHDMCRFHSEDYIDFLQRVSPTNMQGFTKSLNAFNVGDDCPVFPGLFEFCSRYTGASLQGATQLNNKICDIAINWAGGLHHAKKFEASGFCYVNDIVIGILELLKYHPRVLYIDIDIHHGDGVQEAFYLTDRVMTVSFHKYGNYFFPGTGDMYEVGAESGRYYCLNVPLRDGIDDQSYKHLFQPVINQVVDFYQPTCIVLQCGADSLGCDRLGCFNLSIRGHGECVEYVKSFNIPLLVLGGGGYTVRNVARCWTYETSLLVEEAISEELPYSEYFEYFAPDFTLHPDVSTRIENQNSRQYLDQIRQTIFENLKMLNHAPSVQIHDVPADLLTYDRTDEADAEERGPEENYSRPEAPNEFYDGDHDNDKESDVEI
# Platelet DG rel: inhibitors of platelet dense granule secretion, primary screen, cell-based, MLPCN, human platelets; human platelet-rich plasma, SFLLRN dense granule ATP release, luminescence; inhibition, %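 (compounds screened at 7.5 µM in platelet-rich plasma)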; 300,000 compounds, 0.22% hits; AID 1663, 2009;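 active means mean replicate score, as percent of positive control, at or above 50; inconclusive means mean below 50 but at least one replicate at or above 50; inactive means mean and every replicate below 50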
# KLF5 inh: KLF5 expression inhibitors, primary screen, DLD-1 cells, luminescence; DLD-1 KLF5 promoter-luciferase reporter; inhibition, % at 5 µM; 290,000 compounds, 0.23% hits;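 active means inhibition above a per-plate limit of that plate's mean compound inhibition plus 3 SD, cut at about 60% in these data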;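 further: 0% = DMSO wells and 100% = LY294002 at 200 µM; higher means less KLF5 promoter-driven luciferase light; inactives centre near -14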
# AI-2 QS mod: Vibrio harveyi AI-2 quorum sensing modulators, primary screen, JMH597 strain, luminescence/OD600 ratio; Vibrio harveyi JMH597 AI-2 luminescence/OD600 ratio, 9 h; hits give low values; strain lacks LuxN and CqsS sensors; 0 = neutral-control median; activity change, % at 7.5 µM; 300,000 compounds, 0.4% hits; in the data active means activity change below about -75%, passing the limit was not always enough; inconclusive means no clear call, values can overlap the other calls;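 further: luminescence divided by OD600 gain over 9 h not by final OD600 alone; inactives centre near 13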
# IEC-6 tox: cytotoxicity in IEC-6 intestinal epithelial cells, primary screen, cytotoxicity control for KLF5 inhibitor project, cell-based, luminescence | IEC-6 cytotoxicity, luminescence viability | inhibition, % at 5 µM | 290,000 compounds, 0.78% hits | AID 1825, 2009; in the data active means inhibition above about 22%;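 further: 0% = plate median of test compound wells and 100% = cytotoxic reference compound wells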
# HSF1 inh: HSF1 inhibitors in luciferase reporter cells, primary screen, cell-based, NIH3T3, luminescence; NIH3T3-HGL HSE-luciferase, MG132-induced, luminescence 8 h; hits give low values; 300,000 compounds, 0.77% hits; activity change, negative = inhibition, % at 7.5 µM (by protocol);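 active means more than half of replicate wells show activity change below -50%, luminescence cut by over half; inconclusive means some wells, but at most half, below -50%; inactive means no replicate well below -50%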;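 further: luciferase reports HSF-1 transcriptional activity via heat shock element; 0% = median of DMSO wells and -100% = zero luminescence signal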
# HSP90 refold inh: HSP90 inhibitors, primary screen, cell lysate, luminescence | Heat shock protein HSP 90 (rabbit reticulocyte lysate; luciferase refolding) | Rabbit reticulocyte lysate, luciferase refolding luminescence, 3 h | 290,000 compounds, 0.91% hits | inhibition, % at 5.6 µM;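 active means inhibition above the screen-wide mean plus 3 SD, computed separately per campaign, cut at about 16% in these data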;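 further: 0% = DMSO wells and 100% = 60 µM geldanamycin wells; inhibitors lower the luminescence because luciferase stays unfolded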
# aSyn UTR inh: MLPCN primary screen, SNCA 5' untranslated region. inhibition, % (tested at 7.5 µM). alpha-synuclein 5'UTR reporter, inhibitor activity. 300,000 compounds, 0.82% hits; in the data active means inhibition above about 60%; inconclusive means no clear call, values can overlap the other calls;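 further: H4 neuroglioblastoma cells stably carrying SNCA 5'UTR luciferase fusion; 0% = DMSO wells and 100% = positive control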
# * = called active by the depositor; ? = inconclusive; . = not tested or not shown. Rows are unselected (roughly 5% active in at least one column).
no.	Structure	HSF1 activator	HIF activator	HDAC3 inhib	Platelet DG rel	KLF5 inh	AI-2 QS mod	IEC-6 tox	HSF1 inh	HSP90 refold inh	aSyn UTR inh
1	CN(C)S(=O)(=O)NCC1CCCN(Cc2ccc(-c3ccccc3)cc2)C1 (stereo unspecified)	7	-0.6	-3	10	-8	20	5	1	-1	-2
2	Cc1cccc(C)c1Nc1nnc(SCC(=O)Nc2cc(S(=O)(=O)N3CCCCC3)ccc2Cl)s1	25	-0.2	5	-5	-18	27	0	13	7	-22
3	CCCCNC(=O)CSc1nccn1Cc1ccccc1	6	.	1	-15	-3	-7	3	-8	-2	11
4	COc1ccc(/C=C2/Sc3ccc(C(=O)N4CCOCC4)cc3NC2=O)cc1OC	-14	1.0	12	-8	2	3	2	-12	-2	15
5	Cn1c(NCCO)nc2c1c(=O)n(Cc1ccc(F)cc1)c(=O)n2C	2	-0.9	-3	1	-6	1	0	-12	2	-9
6	CN(Cc1ccccc1)C(=O)CSc1nnc(-c2ccco2)n1-c1ccccc1	4	0.0	4	-7	5	-5	3	4	-2	-4
7	Cc1oc(-c2ccccc2)cc1C(=O)Nc1cccc(/C=C/C(=O)O)c1	11	-0.3	.	-2	-16	-2	0	-4	-5	2
8	CC(C)n1c(NCc2cc(Cl)ccc2O)nc2ccccc21	-29	-0.4	5	12	-9	0	0	-11	-1	4
9	O=C(COc1ccc(F)cc1)Nc1nc(-c2ccccn2)cs1	-18	-0.4	-7	-5	.	-3	.	1	.	-1
10	COc1ccc(-c2nc3ccccc3c(=O)o2)cc1OC	6	-0.1	3	-1	-8	2	3	-5	0	-6
11	Cn1c(=O)c2nc(NCc3ccccc3)cnc2n(C)c1=O	-2	-0.3	-6	-2	-12	27	-4	2	-1	19
12	COC(=O)[C@@H](NC(=O)Nc1cccc(OC)c1)C(C)C	15	0.0	0	5	5	29	1	-6	-4	15
13	Cc1cc(C)c2sc(N(CCCN(C)C)C(=O)COc3ccc(Cl)cc3)nc2c1	16	0.3	-6	-6	-27	20	5	9	2	51
14	COc1cccc(/C=C2\SC(=S)N(CCC(=O)NC3C=CS(=O)(=O)C3)C2=O)c1 (stereo unspecified)	-3	1.4	11	-10	-32	22	-2	11	-4	-29
15	CC(=O)Nc1ccc(S(=O)(=O)c2ccc(N)cc2)cc1N	1	.	4	-23	16	34	6	-1	4	-2
16	COc1cccc(NC(=O)C2CC2)c1	-8	0.1	-4	5	.	10	.	-4	.	0
17	Cc1ccccc1CN1CCN(Cc2cc(=O)c3ccccc3[nH]2)CC1CCO (stereo unspecified)	2	-7.5	-3	2	-8	19	-1	-1	-4	23
18	CN(c1ccccc1C(=O)Nc1ccc2c(c1)OCO2)S(C)(=O)=O	-2	0.0	2	-3	8	14	-3	0	-1	-7
19	CCN1CCN(S(=O)(=O)c2ccc(Cl)c(C(=O)N(C)Cc3cccc(Cl)c3Cl)c2)CC1	0	0.0	0	34	.	8	.	5	.	21
20	O=C(CSC(=S)N1CCCCC1)Nc1ncc2c(n1)CCCC2=O	-59	0.5	1	2	-28	7	-4	-52*	1	-40
21	C/C(=N\Nc1ccc2nncn2n1)c1cccs1	16	1.1	2	14	-5	36	4	-4	3	-28
22	CC(C)C1Nc2ccc(C(=O)N3CCN(c4ccccn4)CC3)cc2NC1=O (stereo unspecified)	-8	-0.3	7	-4	2	24	-2	-6	-5	12
23	CCCCOC(=O)Nc1ccc(S(=O)(=O)Nc2ncccn2)cc1	-16	-1.8	-4	-7	-8	-91*	-4	-8	-2	10
24	CCOC(=O)C1CCN(C(=O)CCc2nnc3ccc(NCc4ccco4)nn23)CC1	0	-0.3	-2	70*	-62	23	-13	-2	-6	-11
25	CCN(CC)S(=O)(=O)c1cc(NC(=O)CSc2nccn2C)ccc1C	22	1.2	4	-2	-10	6	-5	-1	0	-40
26	Nc1ccccc1Nc1ccncc1[N+](=O)[O-]	10	-0.4	-1	-1	11	19	-5	-1	-2	0
27	COc1ccc(/C=C/C(=O)C2(O)CCCCC2)cc1OC	26	-0.7	9	-12	-12	-44	6	16	3	6
28	CCOCCCNC(=O)C(NC(=O)c1ccc(=O)[nH]c1)c1ccc(C)cc1 (stereo unspecified)	33	0.1	1	-15	-26	-3	-1	5	-2	-38
29	COc1cc(OC)cc(C(=O)Nc2ccccc2-c2nnn(CC(N)=O)n2)c1	13	-0.4	-3	0	-18	17	-6	5	-4	2
30	Cc1nc(SCC(=O)OCc2ccccc2)c(C#N)c(-c2ccccc2)c1C(=O)Nc1ccccc1	41	-0.4	4	1	5	36	-3	5	1	-21
31	O=C(O)C(Cc1ccccc1)NC(=O)C(c1ccccc1)c1ccccc1 (stereo unspecified)	7	0.3	-1	7	-14	3	-4	0	-2	13
32	Cc1cccc(NS(=O)(=O)c2cc3c(cc2C)NC(=O)CO3)c1	-59	0.3	0	-7	-5	1	4	-46	1	10
33	S=c1[nH]ccn1-c1cccc(Cl)c1Cl	-5	0.2	-1	2	-24	1	2	-2	0	8
34	O=c1cc2[nH]c3ccccc3c(=O)n2nc1-c1ccccc1	13	2.8	-2	9	-147	13	-3	15	0	-125
35	CCC(=O)N1CCN(c2ccccc2NC(=S)NC(=O)c2ccco2)CC1	9	0.3	.	-5	-11	14	4	-7	0	15
36	O=C(CSc1n[nH]c(=O)n1C1CC1)N1N=C(c2ccc(Cl)cc2)CC1c1ccco1 (stereo unspecified)	40	-0.1	3	2	1	25	4	12	1	18
37	COc1ccc(C(C(=O)NC2CCCCC2)N(C(=O)CCl)c2ccc(OC)cc2)cc1 (stereo unspecified)	-35	-0.5	2	7	-18	28	-5	-39	4	-18
38	CCN(C(=O)CSc1nc(N)cc(N)n1)C1CCS(=O)(=O)C1 (stereo unspecified)	0	0.7	-1	-2	-5	-1	0	-3	-6	13
39	CCOc1ccc(N(CC(=O)NCCSc2ccccn2)S(=O)(=O)c2ccc(Cl)cc2)cc1	8	-3.1	-5	6	-4	.	1	-6	4	-11
40	Cn1nnc2cc(NC(=O)N3CC4(C)CC3CC(C)(C)C4)ccc21 (stereo unspecified)	3	0.2	-2	-2	-24	13	-1	0	-1	-7
41	COc1ccccc1C(c1nnnn1CC1CCCO1)N1CCC(C(N)=O)CC1 (stereo unspecified)	-14	15*	1	-2	-17	22	0	-7	-1	8
42	COC(=O)c1cnn(C(=O)c2ccccc2Br)c1N	-3	0.0	-6	4	-9	26	1	-4	0	-1
43	CCC(=O)NCCSc1c[nH]c2ccccc12	12	-0.4	-1	2	-8	-8	-2	2	-1	23
44	CCc1ccc(-n2c(C)cc(/C=N/NC(=O)OC)c2C)cc1	0	-0.3	1	-8	-11	12	-2	-3	-1	6
45	CC1Sc2ccc(S(=O)(=O)CCC(=O)N3CCCCC3)cc2NC1=O (stereo unspecified)	-15	-0.1	0	8	-9	.	4	-6	0	-6
46	CCOC(=O)N1CCN(C(=O)Cn2nc(C)c3sc4ccccc4c3c2=O)CC1	3	0.1	4	-4	-6	20	3	-2	4	29
47	Cc1ccc(S(=O)(=O)Nc2cc(-c3ccccc3)nn2C)cc1Cl	-1	-0.1	1	11	-4	5	2	0	0	-9
48	COc1cc(NS(=O)(=O)c2ccc(NC(=S)NC(=O)c3ccccc3)cc2)nc(OC)n1	3	0.8	1	13	-44	4	2	-5	5	0
49	CC(=O)N1N=C(c2ccccc2)OC1c1cccnc1 (stereo unspecified)	5	0.2	-3	-13	-7	31	0	-6	-3	-24
50	CCOC(=O)c1ccc2nc(C)cc(Nc3cccc(C(=O)O)c3)c2c1	6	0.0	1	-2	-11	14	-3	3	0	17
51	COc1ccc(-c2cc(C(F)F)n3ncc(C(=O)N4CCN(C(=O)c5ccco5)CC4)c3n2)cc1	-4	-0.3	-10	17	6	20	8	2	-5	41
52	Cc1ccc(/C=N/NC(=O)c2cc(C)oc2C)cc1	20	4.7	2	7	-32	8	2	8	1	-55
53	Cc1occc1C(=O)NCc1cccc(CNC(=O)c2ccoc2C)c1	20	-0.9	4	4	-4	13	4	3	-1	-19
54	CC(=O)N1c2ccc(S(=O)(=O)N3CCCCC3)cc2CC1C(=O)Nc1ccc(C)cc1 (stereo unspecified)	8	-0.5	2	4	-11	15	4	1	4	5
55	C[n+]1c(/C=C/c2ccc(O)cc2)ccc2ccccc21	3	2.2	6	6	-38	9	5	6	5	-172
56	CCCn1c(SCC(=O)NC(C)c2ccccc2)n[nH]c1=O (stereo unspecified)	6	-0.1	-3	-4	-18	11	4	5	4	7

# Other records follow:
no.	Structure	HSF1 activator	HIF activator	HDAC3 inhib	Platelet DG rel	KLF5 inh	AI-2 QS mod	IEC-6 tox	HSF1 inh	HSP90 refold inh	aSyn UTR inh
57	C/C(=N\NC(=O)C1CC1)c1ccccc1Br	-2	-0.3	-5	-1	-36	-3	1	-11	-1	17
58	COc1ccc(S(=O)(=O)N(C)CC(=O)NCCCN2CCOCC2)cc1Cl	-8	-0.9	1	3	-28	9	4	-6	3	6
59	COc1ccc2c(c1)C(=O)CC(c1ccc3c(c1)OCCO3)O2 (stereo unspecified)	-20	-10	0	3	-88	-2	3	-4	-2	-272
60	Cc1ccccc1NC(=O)c1c(F)c(F)c(F)c(F)c1F	-7	0.2	-1	-5	14	15	3	-6	1	-45
61	CC(C)(C)n1nnnc1C(c1cccc(C#N)c1)N1CCN2CCCC2C1 (stereo unspecified)	-3	0.2	-2	4	3	9	-6	-2	0	-7
62	COC(=O)C1=C(C)N(CCCC(=O)O)C(=O)NC1c1ccc(OC)cc1 (stereo unspecified)	3	-0.3	-2	0	.	14	.	-5	.	-1
63	Clc1cccc(CSc2nnc(-c3c[nH]c4ccccc34)o2)c1	22	0.3	9	.	-45	-88*	-2	6	0	-13
64	CCOc1ccccc1NC(=O)c1cc(-c2cc(OC)c(OC)c(OC)c2)nc2ccccc12	-42	2.5	-10	-6	-6	12	16	-30	-2	0
65	CC1CN(S(=O)(=O)c2ccc(C(=O)NN3CCN(C)CC3)cc2)CC(C)O1 (stereo unspecified)	2	0.1	0	-1	-8	3	3	1	1	-1
66	Cc1nnc(SCC(=O)Nc2sccc2C#N)n1Cc1ccccc1	-9	-0.3	0	-2	-9	34	0	-13	1	6
67	Cc1ccc2c(c1C)NC(C(=O)O)C1CC=CC21 (stereo unspecified)	11	-0.2	?	-5	.	25	.	-7	.	5
68	O=C(CSc1nnc(Cc2cc(=O)[nH]c(=O)[nH]2)n1-c1ccccc1)N1CCCc2ccccc21	.	.	4	.	-18	.	-1	.	-2	.
